Source: PubChem BioAssay
tuberculosis growth – growth inhibition of non-replicating M. tuberculosis (AID 488890); Mycobacterium tuberculosis non-replicating, growth inhibition; higher % means a stronger effect; one-dose inhibition, % at 25 µM; IC50 in µM for titrated hits; actives 0.39% (n = 320,000); in the data active = a potency from the dose series; inconclusive = inhibition mostly from about 82% at the one dose, without a potency; inactive = the rest, 99 in 100 with inhibition below about 76%;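 note: plate controls were DMSO cells for no effect and high antibiotic wells for full effect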
H1N1 NS1A inhibition – H1N1 influenza NS1A inhibitors, functional cell based assay (AID 504329); NS1A functional cell-based assay, percent inhibition; higher % means a stronger effect; inhibition, % at 12.5 µM; hits with a dose series show IC50 in µM; actives 0.3% (n = 340,000); in the data active = a potency from the dose series; inconclusive = inhibition above about 27% without an active follow-up result; note: strong numbers were not always called active
VEEV TC-83 Vero – inhibitors of VEEV TC-83 cytopathic effect, confirmation, Vero cells (AID 588727) | Vero cells, VEEV TC-83 cytopathic effect inhibition; higher % means a stronger effect | inhibition, % at 20 µM; hits with a dose series show IC50 in µM | actives 0.13% (n = 350,000); in the data active = a potency from the dose series; inconclusive = inhibition mostly from about 14% at the one dose, without a potency; inactive = the rest, 99 in 100 with inhibition below about 12%; note: strong numbers were not always called active
Salmonella PhoP GFP – PhoP regulon inhibitors, Salmonella typhi PhoP promoter GFP reporter, confirmatory (AID 1850) | inhibition, % at 50 µM, or IC50 in µM where a hit was titrated | Salmonella Typhi PhoP-promoter GFP reporter, fluorescence, 4 h; higher % means a stronger effect | actives 0.33% (n = 310,000); in the data active = a potency from the dose series; inconclusive = inhibition mostly from about 25% at the one dose, without a potency; inactive = the rest, 99 in 100 with inhibition below about 19%;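 note: 0% = induced wells with vehicle and 100% = uninduced wells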
H37Rv inhibition – M. tuberculosis growth inhibition, HTS (AID 449762); actives 0.59% (n = 330,000); M. tuberculosis H37Rv growth inhibition, 7H9 media; higher % means a stronger effect; inhibition, % at 25 µM; hits with a dose series show IC50 in µM; in the data active = a potency from the dose series; inconclusive = inhibition above about 70% without an active follow-up result;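 note: bacterial growth assessed after seven days of incubation; strong numbers were not always called active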
VEEV TC-83 Vero 10K pilot screen – further read-out of VEEV TC-83 Vero, marked with its call; inhibition, %; measured here: 10K pilot screen inhibition
An asterisk follows results filed as active; i = inactive; ? = inconclusive; · = not tested or not shown; & = joins results of further samples. This is a random part of the collection. Share with any hit: about 1.5%.

SMILES	tuberculosis growth	H1N1 NS1A inhibition	VEEV TC-83 Vero	Salmonella PhoP GFP	H37Rv inhibition	others
NC(=O)NC(CC(=O)NCCCc1ccccc1)c1ccc(Cl)cc1 (centres undefined)	-21.9%	-8.9%	i	0.5%	5.2%
CC1CC(C)CN(CCCNC(=O)c2ccc3c(c2)N(Cc2ccccc2)C(=O)c2ccccc2S3=O)C1 (centres undefined)	36.4%	10.4%	3.2%	-13.8%	7.0%
COc1ccccc1NC(=O)Nc1ccc(C)cn1	-2.5%	1.2%	i	-9.2%	5.4%
CCOc1ccc2nc(NC(=O)CC3Oc4ccccc4NC3=O)sc2c1 (centres undefined)	-7.8%	-12.7%	1.0%	-8.5%	-10.5%
COc1ccccc1OCC(O)CN1CCN(CC(=O)Nc2c(C)cccc2C)CC1 (centres undefined)	-0.2%&-14.3%	-1.2%&0.8%	0.4%	-1.7%&-11.9%	4.0%&4.9%
COc1ccc(-c2nc(CN3CCN(Cc4ccccc4)CC3)c(C)o2)cc1	6.6%	-1.6%	0.2%	-2.9%	-2.8%
CCOC(=O)c1c(C)sc2c1N(C(=O)CCl)c1cc(Cl)ccc1S2	?	0.3%	7.4%	18.8%	?
Nc1nn2c(-c3ccccc3)cc(=O)[nH]c2c1N=Nc1ccc(O)cc1	?	4.6%	2.5%	-0.8%	10.7%
CCOC(=O)N1CCN(C(=O)c2csc3c2CCCCC3)CC1	6.6%	-13.6%	0.3%	12.0%	1.6%
C=CCN(Cc1ccc(Cl)s1)C(=O)CNC(=O)CNC(=O)c1ccc(Cl)cc1Cl	12.9%	-15.8%	7.9%	·	-12.3%
Cc1ccc(NC(=S)NCc2ccccn2)cc1	?	-14.7%	1.1%	1.3%	2.6%
CC(C)N(C(=O)Cc1ccccc1[N+](=O)[O-])C(C)C	9.9%	-2.3%	2.1%	1.1%	0.8%
COCCNC(=O)Cn1ncc2ccsc2c1=O	6.6%	31.6%	i	3.8%	-1.0%
CCC(c1n[nH]c(=S)n1-c1ccccc1)N(C)C (centres undefined)	-2.1%	-12.5%	0.6%	-6.3%	-1.5%
CC(C)c1ccc(OCc2ccc(C(=O)N(C)C)o2)cc1	49.0%	-0.4%	i	13.2%	6.2%

Sorted by molecular weight (highest first): some entries from above.
SMILES	tuberculosis growth	H1N1 NS1A inhibition	VEEV TC-83 Vero	Salmonella PhoP GFP	H37Rv inhibition	others
CCOC(=O)c1c(C)sc2c1N(C(=O)CCl)c1cc(Cl)ccc1S2	?	0.3%	7.4%	18.8%	?
COc1ccc(-c2nc(CN3CCN(Cc4ccccc4)CC3)c(C)o2)cc1	6.6%	-1.6%	0.2%	-2.9%	-2.8%
Nc1nn2c(-c3ccccc3)cc(=O)[nH]c2c1N=Nc1ccc(O)cc1	?	4.6%	2.5%	-0.8%	10.7%

Next entries:
SMILES	tuberculosis growth	H1N1 NS1A inhibition	VEEV TC-83 Vero	Salmonella PhoP GFP	H37Rv inhibition	others
FC(F)(F)c1ccncc1-c1nnnn1-c1ccc(Cl)cc1	-7.9%	-1.5%	0.2%	0.8%	-1.5%
Clc1ccc(/C=N/Nc2nc(Cl)nc3ccccc23)cc1	-10.8%	-2.1%	2.4%	11.9%	-1.0%
Cc1ccc([N+](=O)[O-])cc1S(=O)(=O)Nc1ccc(N2CCOCC2)cc1	6.7%	6.6%	0.4%	-9.0%	1.6%
COC(=O)C1=C(c2ccccc2OCc2ccccc2)C[C@@H]2CC[C@H]1N2C(=O)NCCN1CCOCC1	-17.8%	11.8%	0.1%	·	-7.7%	VEEV TC-83 Vero 10K pilot screen=0.0
Cc1ccc(NC(=O)CC(=O)NCCN2CCOCC2)cc1	0.9%	-9.5%	0.5%	-2.9%	-3.3%
O=C(Nc1ccc(Cl)c(C(F)(F)F)c1)[C@@H]1CC=C[C@@H]2CCN(C3CCCCC3)C(=O)[C@@H]21	-5.6%	-6.5%	i	-2.7%	6.2%
Cn1nc(C(=O)NCC2COc3ccccc3O2)c2ccccc2c1=O (centres undefined)	3.5%	-15.1%	7.0%	·	-1.0%
COc1ccc(CCNC(=S)NC2CCN(Cc3ccccc3)CC2)cc1	16.8%	0.3%	1.1%	9.0%	-5.1%
CC(=O)Nc1ccc(S(=O)(=O)N(C)CC(=O)OCC(=O)NNC(=O)c2ccccc2F)cc1	9.7%	-7.6%	1.6%	8.1%	63.8%
Cc1ccc(C2=NCCn3c2c2ccc([N+](=O)[O-])cc2[n+]3[O-])cc1	?	5.5%	0.8%	-4.1%	?	VEEV TC-83 Vero 10K pilot screen=0.0
Cc1cc(C)cc(C(=O)N[C@@H](C)C(=O)N2CCC3(CC2)NCCc2[nH]cnc23)c1	6.1%	-0.7%	1.7%	12.1%	0.1%
CCn1cc(CCC(=O)NC(C)c2ccccc2)c2ccccc21 (centres undefined)	-2.2%	-16.4%	0.0%	-1.3%	0.6%
CCN(CC(=O)Nc1cccc(F)c1)Cc1nc2ccccc2c(=O)[nH]1	17.5%	2.9%	1.1%	-7.6%	1.9%
C=CCn1c(CNC(=O)c2cccs2)nnc1SCC(=O)Nc1ccc(C(=O)O)cc1	18.2%	-2.2%	i	21.4%	4.8%
Cc1ccccc1-c1nsc(SCC(=O)c2ccc(Cl)cc2)n1	?	-8.7%	2.7%	10.0%	5.2%

Seven compounds drawn at random from the list so far:
SMILES	tuberculosis growth	H1N1 NS1A inhibition	VEEV TC-83 Vero	Salmonella PhoP GFP	H37Rv inhibition	others
Cc1ccc(NC(=O)CC(=O)NCCN2CCOCC2)cc1	0.9%	-9.5%	0.5%	-2.9%	-3.3%
COC(=O)C1=C(c2ccccc2OCc2ccccc2)C[C@@H]2CC[C@H]1N2C(=O)NCCN1CCOCC1	-17.8%	11.8%	0.1%	·	-7.7%	VEEV TC-83 Vero 10K pilot screen=0.0
Cc1ccccc1-c1nsc(SCC(=O)c2ccc(Cl)cc2)n1	?	-8.7%	2.7%	10.0%	5.2%
C=CCn1c(CNC(=O)c2cccs2)nnc1SCC(=O)Nc1ccc(C(=O)O)cc1	18.2%	-2.2%	i	21.4%	4.8%
Cc1ccc(C2=NCCn3c2c2ccc([N+](=O)[O-])cc2[n+]3[O-])cc1	?	5.5%	0.8%	-4.1%	?	VEEV TC-83 Vero 10K pilot screen=0.0
Cn1nc(C(=O)NCC2COc3ccccc3O2)c2ccccc2c1=O (centres undefined)	3.5%	-15.1%	7.0%	·	-1.0%
Cc1ccc([N+](=O)[O-])cc1S(=O)(=O)Nc1ccc(N2CCOCC2)cc1	6.7%	6.6%	0.4%	-9.0%	1.6%

(cont.)
SMILES	tuberculosis growth	H1N1 NS1A inhibition	VEEV TC-83 Vero	Salmonella PhoP GFP	H37Rv inhibition	others
COCCNC(=O)CCn1nc(-c2ccc(Cl)cc2)ccc1=O	-9.5%	11.4%	0.3%	3.3%	-1.7%
COc1ccc(CN2CC[C@H]3C=CC[C@@H](C(=O)NCCc4ccccc4)[C@H]3C2=O)cc1OC	2.2%	-6.2%	0.6%	-3.1%	-2.8%
O=C(NC1=NCCS1)c1cccc(S(=O)(=O)N2CCc3ccccc32)c1	-2.9%	-7.7%	0.6%	-9.5%	7.2%
CC1CN(S(=O)(=O)c2cccc(C(=O)NCC3COc4ccccc4O3)c2)CC(C)O1 (centres undefined)	16.6%	-6.1%	7.1%	·	5.5%
CN(Cc1ccc2c(c1)OCO2)C(=O)c1cc(-c2ccccc2)c(N2CCOCC2)s1	7.5%	-5.0%	6.2%	·	-2.0%
CC(C)Nc1nc(-c2ccccc2)nc(-n2ccnc2)n1	?	-3.3%	2.3%	-6.3%	12.9%
COc1ccc(CN2CCCC(C(=O)N3CCCC3)C2)c(OC)c1 (centres undefined)	-4.0%	-2.9%	0.3%	-13.2%	-5.3%
O=C(COc1ccc(Cl)cc1Cl)Nc1ccc(C(=O)Nc2ccccc2C(=O)O)cc1	?	9.0%	7.1%	-4.9%	21.1%
O=C(c1cccc(F)c1)N1CCN(c2ccc([N+](=O)[O-])c(N3CCOCC3)c2)CC1	3.6%	-1.4%	0.5%	6.9%	2.5%
COc1ccc(Cc2nc(-c3cccnc3)no2)cc1OC	7.5%	-6.3%	6.2%	3.1%	-6.9%
NS(=O)(=O)c1cccc(NC(=O)CSc2nnc(C3CC3)n2Cc2ccccc2)c1	14.6%	-7.3%	0.6%	7.0%	-7.6%
CCC(=O)OC1(C#CCOc2ccc(OC)cc2)CCN(C)CC1	7.7%	0.5%	0.2%	-3.9%	23.9%
O=S(=O)(c1ccc(F)cc1)N1CCN(c2ccc(-c3ccccc3)nn2)CC1	-4.9%	-14.1%	1.8%	-11.2%	-4.2%
CCOc1ccc(OCC(=O)Nc2ccc(S(N)(=O)=O)cc2)cc1	9.2%	1.0%	0.8%	-4.9%	-5.3%
CCOc1ccc(Nc2nc(N)c([N+](=O)[O-])c(N3CCN(C)CC3)n2)cc1	3.6%	23.7%	11.4%	1.5%	?
CN(C1CCCCC1)S(=O)(=O)c1ccc(S(=O)(=O)N2CCN(CCC#N)CC2)cc1	-17.5%	-0.9%	0.4%	4.7%	-7.2%
CCC1(C)CC(CCNCc2ccc(N(C)C)cc2)(c2ccc(F)cc2)CCO1 (centres undefined)	49.7%	-14.2%	i	7.5%	3.5%
Cc1ccc(-n2nccc2-c2nn(-c3cccc(C(F)(F)F)c3)c(=O)n(C)c2=O)cc1	5.5%	-16.4%	3.6%	-5.5%	1.4%
CCN(CC)CCn1c2ccc(Cl)cc2c2nc(C)sc21	6.8%	-0.1%	0.1%	0.8%	-6.1%
Nc1ccn([C@@H]2O[C@H](CO)[C@@H](O)C2O)c(=O)n1 (some centres undefined)	8.2%	-5.2%	i	6.3%	99.8%
CCc1ccc(NC(=O)CSCCN2C(=O)c3ccccc3C2=O)cc1	47.5%	-10.4%	0.2%	-8.1%	?
Cc1ccnc(NS(=O)(=O)c2ccc(NC(=O)CC(C)c3ccccc3)cc2)n1 (centres undefined)	11.2%	-6.9%	0.7%	-4.4%	2.5%
O=C(Nc1ccc(N2CCCC2)c(Cl)c1)c1ccc([N+](=O)[O-])cc1	22.5%	21.1%	1.3%	-5.2%	11.0%
O=C(O)Cc1ccc(NC(=O)Cc2ccc3ccccc3c2)cc1	11.6%	-17.7%	0.5%	-2.8%	-0.8%
COCCOc1ccc(C(F)(F)F)cc1NC(=O)COC(=O)C12CC3CC(CC(O)(C3)C1)C2	24.7%	-10.1%	7.3%	-4.0%	-16.0%
O=C(NS(=O)(=O)Oc1cccc(Cl)c1Cl)OC[C@@H]1CCCN2CCCCC12 (some centres undefined)	23.8%	-1.7%	0.0%	-1.6%	0.1%
COc1ccc(OC)c(NC(=O)CSc2nc3ccccc3cc2Cc2ccccc2)c1	-0.2%	0.1%	1.9%	-7.5%	2.3%
Cc1ccc(S(=O)(=O)N2CCCCCC2)cc1[N+](=O)[O-]	3.0%	1.2%	0.5%	11.4%	-4.6%
COc1ccc(S(=O)(=O)NCC(=O)NC2CC2)cc1OC	-5.6%	-15.1%	i	-8.6%	0.9%
CC(C)(CNc1ccc([N+](=O)[O-])cc1Cl)CNS(C)(=O)=O	-2.7%	-0.7%	i	7.1%	-4.7%
COc1ccccc1N1CCN(C2CCCN(C(=O)CCc3ccccn3)C2)CC1 (centres undefined)	-3.9%	-10.4%	0.5%	-1.2%	-3.1%
COc1ccc(CN2CCN(C(=O)C3CCC(CNS(=O)(=O)c4ccccc4)CC3)CC2)c(OC)c1OC (centres undefined)	37.1%	2.9%	2.8%	2.0%	0.1%
CC(C)Cn1c(N)c(C(=O)COC(=O)CN2C(=O)C3CC=CCC3C2=O)c(=O)n(C)c1=O (centres undefined)	5.3%	-16.1%	1.1%	-7.5%	-6.7%
COc1cccc(NC(C)C(=O)N2CC(C)OC(C)C2)c1 (centres undefined)	-1.1%	0.2%	1.9%	5.9%	0.4%
